Screens: PubChem, Southern Research Specialized Biocontainment Screening Center
Salmonella PhoP GFP: Inhibition of PhoP regulon, Salmonella typhi GFP reporter cells, confirmation, 4 h (AID 1850) | Salmonella Typhi PhoP-promoter GFP reporter, fluorescence, 4 h; higher % means a stronger effect | inhibition, % at 50 µM, or IC50 in µM where a hit was titrated | 310,000 compounds, 0.33% hits; in the data active = a potency from the dose series; inconclusive = inhibition mostly from about 25% at the one dose, without a potency; inactive = the rest, 99 in 100 with inhibition below about 19%;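 note: 0% = induced wells with vehicle and 100% = uninduced wells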
VEEV TC-83 Vero: inhibitors of VEEV TC-83 cytopathic effect, confirmation, Vero cells (AID 588727) | Vero cells, VEEV TC-83 cytopathic effect inhibition; higher % means a stronger effect | one-dose inhibition, % at 20 µM; IC50 in µM for titrated hits | 350,000 compounds, 0.13% hits; in the data active = a potency from the dose series; inconclusive = inhibition mostly from about 14% at the one dose, without a potency; inactive = the rest, 99 in 100 with inhibition below about 12%; note: strong numbers were not always called active
H37Rv inhibition: M. tuberculosis growth inhibition, HTS (AID 449762). one-dose inhibition, % at 25 µM; IC50 in µM for titrated hits. 330,000 compounds, 0.59% hits. M. tuberculosis H37Rv growth inhibition, 7H9 media; higher % means a stronger effect; in the data active = a potency from the dose series; inconclusive = inhibition above about 70% without an active follow-up result;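 note: bacterial growth assessed after seven days of incubation; strong numbers were not always called active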
M. tuberculosis: growth inhibition of non-replicating M. tuberculosis (AID 488890) | 320,000 compounds, 0.39% hits | Mycobacterium tuberculosis non-replicating, growth inhibition; higher % means a stronger effect | inhibition, % at 25 µM, or IC50 in µM where a hit was titrated; in the data active = a potency from the dose series; inconclusive = inhibition mostly from about 82% at the one dose, without a potency; inactive = the rest, 99 in 100 with inhibition below about 76%;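 note: plate controls were DMSO cells for no effect and high antibiotic wells for full effect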
H1N1 NS1A inhibition: NS1A inhibition, H1N1 influenza, cell based functional assay (AID 504329); 340,000 compounds, 0.3% hits; one-dose inhibition, % at 12.5 µM; IC50 in µM for titrated hits; NS1A functional cell-based assay, percent inhibition; higher % means a stronger effect; in the data active = a potency from the dose series; inconclusive = inhibition above about 27% without an active follow-up result; note: strong numbers were not always called active
VEEV TC-83 Vero 10K pilot screen: further read-out of VEEV TC-83 Vero, marked with its call; inhibition, %; measured here: 10K pilot screen inhibition
The depositor's hits bear a star; i = inactive; ? = inconclusive; . = no result given.

SMILES	Salmonella PhoP GFP	VEEV TC-83 Vero	H37Rv inhibition	M. tuberculosis	H1N1 NS1A inhibition	others
Cc1ccc(NS(=O)(=O)c2ccc(NC(=O)c3ccc(-c4ccccc4)cc3)cc2)c(C)c1	-2.9%	0.9%	-4.6%	-5.5%	-11.3%
Cc1ccc(S(=O)(=O)CCC(=O)Nc2ccc3nc(C)sc3c2)cc1	-1.2%	i	28.7%	33.9%	8.3%
COc1ccc(/C=C2\SC(=S)N(CC3CCCO3)C2=O)cc1 (stereo not given)	-2.5%	i	-6.7%	-6.5%	15.5%
CCC(CO)n1cnnc1-c1ccncc1 (stereo not given)	-7.3%	1.6%	1.6%	-6.4%	0.2%
Cc1ccc(C(=O)N2CCc3ccccc3C2)cc1S(=O)(=O)N1CCOCC1	5.0%	5.0%	-12.9%	0.7%	-7.2%
CCOC(=O)CSc1[nH]c(=O)cc(C)c1C#N	1.7%	1.6%	-2.0%	-8.3%	-7.3%
COc1ccccc1[C@H]1C(c2cccc(Cl)c2)=NN(c2ccccc2)[C@@H]1CO	.	2.5%	.	.	-0.5%
O=C(CSc1nnnn1-c1ccc(Cl)cc1)NC(=O)Nc1ccc2c(c1)OCCO2	-1.4%	1.1%	-0.7%	16.7%	0.2%
CCOc1ccc(N(CC(=O)NC2CCCCC2)C(=O)CCC(=O)Nc2nccs2)cc1	1.1%	0.8%	3.2%	-9.1%	-5.2%
Cc1ccc2c(c1)C1CN(C)CCC1N2C(=O)COc1ccc(N(C)S(=O)(=O)c2cccs2)cc1 (stereo not given)	11.8%	0.4%	-1.8%	9.8%	-6.3%
CCc1cc(C(=O)N2CCCC(C(=O)c3cccc4ccccc34)C2)n(C)n1 (stereo not given)	-4.0%	i	0.8%	18.2%	-6.7%
Cc1cc(C)n2nc(-c3cccc(Br)c3)cc2n1	2.1%	5.0%	9.4%	41.2%	-16.8%
CC1CC(C)CN(c2ncnc3c2cnn3-c2ccc(Cl)cc2)C1 (stereo not given)	-11.1%	2.0%	4.6%	.	7.9%
Cc1ccc(C(=O)OCC(=O)NCc2cccc(Cl)c2)cc1S(=O)(=O)N1CCCCC1	.	6.9%	.	.	-11.1%
CCOC(=O)C1CCCN(C(=O)CCC(=O)Nc2ccc3nc(N4CCOCC4)cc(C)c3c2)C1 (stereo not given)	-1.3%	2.2%	-1.8%	3.6%	-3.3%
Cc1cc(C(=O)NNC2CC(=O)N(c3ccc4ccccc4c3)C2=O)c(C)o1 (stereo not given)	5.6%	0.9%	0.7%	6.5%	5.4%
COc1ccc2c(C)cc(SCC(=O)NC3CCCCC3)nc2c1	.	i	11.0%	-2.5%	2.2%
Nc1c(-c2cccs2)cnc2c(-c3ccc(F)cc3)cnn12	-0.1%	4.7%	15.7%	18.3%	-16.9%
C/C=C/C(=O)Nc1cccc(C2=NOC3(C2)C[C@H](C(N)=O)N(C(=O)/C=C/C)C3)c1 (stereo not given in full)	-6.8%	0.1%	-5.8%	-6.0%	-2.1%
COc1ccc(/C=C/c2cc(C(F)(F)F)[nH]c(=O)n2)cc1OC	4.0%	12.2%	66.0%	38.5%	.
COc1ccc(OCC(O)CN2CCOCC2)cc1 (stereo not given)	-6.8%	0.4%	-9.2%	6.5%	-0.1%
COc1cc(-c2cc[n+](C)cc2)ccc1O	7.7%	0.5%	-7.6%	-7.6%	-4.0%	VEEV TC-83 Vero 10K pilot screen=0.8
CC1=C(C#N)c2nc(N)c(C#N)c(C)c2/C1=C\c1ccc(OCC(=O)O)c(Cl)c1	-10.1%	0.0%	-2.1%	1.1%	7.6%
CCOC(=O)c1c(C)[nH]c(C(=O)OCCOc2ccccc2C)c1C	.	0.7%	.	.	2.0%	VEEV TC-83 Vero 10K pilot screen=2.4
O=c1c2ccccc2nc(/C=C/c2cccnc2)n1Cc1ccccc1	.	10.0%	.	.	-16.9%
(more compounds)
SMILES	Salmonella PhoP GFP	VEEV TC-83 Vero	H37Rv inhibition	M. tuberculosis	H1N1 NS1A inhibition	others
CN(CCCNC(=O)CCC(=O)N1CCOc2ccccc21)Cc1ccccc1	-2.7%	0.5%	-10.7%	-26.6%	1.7%
CCN(Cc1ccccc1)C(=O)Cn1c(=O)n(CCC(=O)N2CCCCC2)c(=O)c2sccc21	2.0%	3.3%	3.3%	9.5%	-1.2%
COc1ccc(-n2c(=S)[nH]c3cc(C(=O)NCc4ccccc4)ccc3c2=O)c(OC)c1	-16.9%	i	-2.5%	9.5%	2.6%
CCOc1ccc(-c2nnn(CC(=O)NCc3ccc(OC)cc3)n2)cc1OCC	3.8%	i	3.1%	-5.4%	-10.8%
Cc1cc(=O)[nH]c(N/N=C/c2sccc2C)n1	1.1%	1.1%	5.7%	-8.7%	-15.1%
CC1(C)CC(=O)c2cc(C(=O)Nn3cnnc3)c(=O)n(-c3ccccc3)c2C1	-19.5%	0.2%	6.4%	9.0%	6.6%
CC(=O)Nc1nc(SCC(=O)Nc2nnc(C)s2)[nH]c(=O)c1NC(=O)c1cccs1	-1.6%	0.5%	-0.4%	-12.1%	-13.9%
COc1ccc(NC(=O)CSc2ccc(NC(C)=O)cc2)cc1S(=O)(=O)N1CCOCC1	.	i	4.4%	-15.0%	3.9%
COc1ccccc1CNC(=O)c1ccc(-c2ccccc2C(F)(F)F)o1	-2.6%	i	2.8%	14.1%	8.6%
Cc1c(Cl)cnc(NC(=O)COC(=O)/C=C/c2ccco2)c1Cl	.	2.8%	.	.	-11.4%
COc1ccc(-c2cc(C(F)(F)F)nc(N3CCOCC3)n2)cc1OC	-3.6%	5.2%	-7.6%	-2.0%	-3.2%
CCc1nnc(NS(=O)(=O)c2ccc(Nc3ccc4nonc4c3[N+](=O)[O-])cc2)s1	8.0%	1.5%	29.5%	51.7%	3.0%
CCOC(=O)c1cc(-c2ccccc2)nn1CCC#N	-10.4%	0.7%	-2.9%	2.4%	-5.2%
CC(C)Cn1c(SCC(=O)N(C)c2c(N)n(Cc3ccccc3)c(=O)[nH]c2=O)nc2ccccc21	-6.0%	2.2%	-5.1%	6.2%	-3.0%
CC(C)c1ccc(/C=N/NC(=O)C2CCCC2)cc1	-2.8%	0.9%	-9.8%	9.9%	-10.8%
CCCCN(C)CCCNC(=O)C1CCC(CNS(=O)(=O)c2c(C)cc(C)cc2C)CC1 (stereo not given)	1.5%	i	-4.6%	36.9%	-3.7%
O=C(N/N=C/C1=C(N2CCOCC2)C(=C\c2ccccc2)/CC1)Nc1ccccc1	-6.4%	2.3%	-3.7%	-0.9%	-4.8%
CCOC(=O)c1sc(SC)nc1N	8.2%	1.2%	5.2%	15.2%	-0.1%
COc1ccc(C2C(C(=O)c3ccccc3)=C(C)Nc3nc4ccccc4n32)c(OC)c1 (stereo not given)	0.2%	0.8%	2.7%	.	0.4%
COc1cc(NC(=O)COc2ccc(-n3cnnn3)cc2)cc(OC)c1OC	.	6.1%	3.3%	-7.2%	-9.3%
Cc1cccc(C)c1NC(=S)Nc1c(C)n(C)n(-c2ccccc2)c1=O	-5.6%	1.9%	-0.4%	9.1%	-3.8%
COC(=O)c1ccccc1NC(=O)COC(=O)Cc1ccc(S(=O)(=O)N2CCOCC2)s1	.	i	.	.	1.7%
Cc1ccc(OCCNC(=O)/C=C/c2ccccc2)cc1C	3.6%	2.0%	-2.5%	44.7%	0.4%
C=CCn1c(SCc2cc(=O)n3ccsc3n2)nc2ccccc2c1=O	-7.7%	6.7%	10.4%	-9.2%	-2.2%
Cc1c(NC(=O)C(C)OC(=O)c2cccc(S(=O)(=O)N3CCOCC3)c2)c(=O)n(-c2ccccc2)n1C (stereo not given)	-13.9%	.	-16.4%	-7.0%	.

Filtered by structure, those above containing fluorine.
SMILES	Salmonella PhoP GFP	VEEV TC-83 Vero	H37Rv inhibition	M. tuberculosis	H1N1 NS1A inhibition	others
Nc1c(-c2cccs2)cnc2c(-c3ccc(F)cc3)cnn12	-0.1%	4.7%	15.7%	18.3%	-16.9%
COc1ccc(/C=C/c2cc(C(F)(F)F)[nH]c(=O)n2)cc1OC	4.0%	12.2%	66.0%	38.5%	.
COc1ccccc1CNC(=O)c1ccc(-c2ccccc2C(F)(F)F)o1	-2.6%	i	2.8%	14.1%	8.6%
COc1ccc(-c2cc(C(F)(F)F)nc(N3CCOCC3)n2)cc1OC	-3.6%	5.2%	-7.6%	-2.0%	-3.2%

A stretch taken from the entries so far, as a working copy:
SMILES	Salmonella PhoP GFP	VEEV TC-83 Vero	H37Rv inhibition	M. tuberculosis	H1N1 NS1A inhibition	others
C=CCn1c(SCc2cc(=O)n3ccsc3n2)nc2ccccc2c1=O	-7.7%	6.7%	10.4%	-9.2%	-2.2%
Cc1c(NC(=O)C(C)OC(=O)c2cccc(S(=O)(=O)N3CCOCC3)c2)c(=O)n(-c2ccccc2)n1C (stereo not given)	-13.9%	.	-16.4%	-7.0%	.

Additional structures
SMILES	Salmonella PhoP GFP	VEEV TC-83 Vero	H37Rv inhibition	M. tuberculosis	H1N1 NS1A inhibition	others
CCOc1ccc(NC(=S)N(CCc2c(C)[nH]c3ccc(C)cc23)Cc2cccnc2)cc1	-12.5%	6.4%	-5.3%	.	30.8%
COc1cccc(C(=O)C2CCCN(Cc3ccc4nsnc4c3)C2)c1 (stereo not given)	-0.2%	2.1%	-0.5%	66.2%	-4.9%
CCC12CN(C(=O)c3ccc(OC)cc3)CC(CC)(CN(C(=O)c3ccc(OC)cc3)C1)C2=O	13.9%	i	4.3%	4.6%	1.9%
CSc1nc2nc3c(c(=O)n2[nH]1)CCCC3	-20.4%	0.2%	20.5µM*	12.1%	-16.8%
CC1Cc2cc(/C(O)=C3/C(=O)C(=O)N(CCCN(C)C)C3c3ccncc3)ccc2O1 (stereo not given)	.	i	.	.	-2.4%
COc1ccc(OC)c(NC(=O)c2ccc3c(c2)C(=O)N(c2ccc(OC(C)=O)cc2)C3=O)c1	-3.0%	0.7%	0.5%	-3.6%	-5.6%
O=S(=O)(c1ccc2ccccc2c1)N1CCN(c2ccc(O)cc2)CC1	.	0.9%	2.3%	42.7%	4.5%
Cc1nn(C2CCS(=O)(=O)C2)c(Cl)c1/C=C/C(=O)OCC(=O)N(C)C (stereo not given)	3.5%	0.1%	-10.7%	-5.2%	4.1%
CCc1cccc2c(C(=O)CSc3nncn3-c3ccc(OC)cc3)c[nH]c12	-2.0%	1.8%	28.8%	31.4%	1.1%
CC1Cc2nc(SCC(=O)NCC3CCCO3)n(C)c(=O)c2S1 (stereo not given)	-0.3%	1.3%	2.8%	-10.4%	6.5%
CN(C(=O)CSc1nccc(=O)[nH]1)C1CCCCC1	.	4.1%	-5.2%	-2.2%	11.7%
CN1C(=O)c2cccc3c(S(=O)(=O)NCCc4ccccc4)ccc1c23	11.8%	i	0.2%	31.0%	3.6%
COc1ccc(OC)c(/C=N/NC(=O)CCc2ccc(O)c(O)c2)c1	-1.1%	2.4%	-2.3%	20.3%	0.7%
CC(=O)Nc1ccccc1NC(=O)C/C(C)=N/NC(=O)C(=O)N1CCCCC1	9.9%	2.1%	-3.9%	-3.4%	2.5%
O=C(OCC(F)(F)C(F)F)c1ccccc1C(=O)Oc1ccc(F)cc1F	7.2%	0.6%	1.3%	54.2%	-8.1%
COc1ccc(CNC[C@@H](CCCCN(C)Cc2ccc(OC)cc2)N2C[C@H](c3ccccc3)N(CCc3ccc(Cl)c(Cl)c3)C(=O)C2=O)cc1	10.9%	i	5.48µM*	?	15.1%
CC1CCCC(C)N1C(=O)COc1ccc(F)cc1 (stereo not given)	-4.1%	1.0%	-4.0%	3.7%	-0.2%
COCCN(C(=O)CSc1n[nH]c(-c2ccc(OC)cc2)n1)c1c(N)n(Cc2ccccc2)c(=O)[nH]c1=O	-0.2%	0.4%	-2.5%	-0.4%	-3.8%
COc1ccc(CCNC(=O)CCCCCN2C(=O)[C@@H]3Cc4ccccc4CN3C2=O)cc1OC	2.7%	i	2.5%	10.5%	-2.8%
NC(=O)C1CCCN(S(=O)(=O)c2ccc3ccccc3c2)C1 (stereo not given)	5.0%	0.9%	-4.8%	-17.1%	-1.8%
COc1cccc(CN(C)C(=O)CCN=C2NS(=O)(=O)c3ccccc32)c1	.	i	-2.4%	8.7%	-2.9%
CCC1(C)Cc2c(sc3c2c(=O)n(C)c2nnc(SCC(=O)c4ccccc4)n32)CO1 (stereo not given)	6.2%	2.2%	-2.9%	5.0%	-4.5%
COc1cc(C(=S)N2CCCC2)ccc1OCc1ccc(C)cc1	-5.3%	i	5.9%	21.8%	-2.2%
Cc1ccccc1NC(=O)Nc1nnc(CC(=O)NCc2ccccc2)s1	6.0%	0.7%	-7.6%	9.6%	14.4%
Cc1ccc(C(C)C)cc1OCC(=O)NNC(=O)Nc1ccccc1	8.9%	3.4%	7.8%	-5.5%	15.1%
